# mHTT-CaM PPI inh: mutant huntingtin-calmodulin interaction inhibitors – biochemical, AlphaScreen, primary screen; inhibition, % at 15 µM; hit rate 3.6% among 190,000; AlphaScreen His-mHTT/GST-CaM binding, luminescence; P42858;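 also: 0% = both proteins with DMSO and 100% = one protein alone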
# Pf apPOL inh: Pf-apPOL inhibitors, biochemical, fluorescence; Plasmodium falciparum apicoplast DNA polymerase (apPOL); Recombinant Pf-apPOL, molecular beacon fluorescence, 1.5 h; inhibition, % at 10 µM; hit rate 0.25% among 210,000; AID 1794808, 2022
# The depositor's hits bear a star; . = not tested or not shown; & = joins results of further samples. Rule as the data show it: active = inhibition above about 50%; inactive = the rest.
# Values run as follows: mHTT-CaM PPI inh | Pf apPOL inh
> COc1ccccc1NS(=O)(=O)c1ccc(OC)c2ncccc12
    0 | -2
> CCCCn1cnc2c(-c3cccc(Cl)c3)csc2c1=O
    -48 | 0
> Cc1ccc(C2CC(c3ccccc3F)=NN2C(=O)CN2CCOCC2)c(C)c1 (stereo not drawn)
    83* | 1
> COc1ccc(C(=O)Nc2cnc(-c3ccc(C)cc3)nc2)cc1
    2 | 2
> CC(C)CN1CCN(C(=O)C2CCc3sc(C(=O)N(C)C)cc3C2)CC1 (stereo not drawn)
    6 | 0
> C[C@H]1[C@@H](OC(=O)NCc2ccc(Cl)c(Cl)c2)CC[C@@]23CCCN2C(=O)CCC[C@@H]13
    -12 | -3
> COc1ccc(/C=C/c2ccccn2)cc1
    -6 | -1
> CCn1nccc1C(=O)N1CCCC1c1nc(-c2ccccc2)n[nH]1 (stereo not drawn)
    -2 | -2
> CS(=O)(=O)N(CC(=O)NCc1ccccn1)c1ccc(I)cc1
    -1 | 0
> Cc1cc2n(n1)CCC(=O)N2CCCC(=O)NCc1ccccc1
    -6 | -3
> N#Cc1c(SCC(=O)c2ccccc2)nc2c(c1C=Cc1ccccc1)CCC2
    . | -4&2
> Cc1nc2c(sc3nc4c(cc32)COC(C)(C)C4)c(=O)n1CCN1CCOCC1
    8 | -3
> Cc1ccc(O)cc1NC(=O)c1ccc(NC(=O)C(C)(C)C)cc1
    -2 | -3
> C=CCn1c(=N)c(C(=O)NCCCOC)cc2c(=O)n3cccc(C)c3nc21
    2 | 5
> O=C(c1cccc(F)c1)N1CCC2(CC1)CN(C(=O)c1ccccc1)CC2CO (stereo not drawn)
    4 | -4
> Cc1ccc(C(=O)N2CCC(COc3ccc(C(=O)N4CCCC4)cc3)CC2)s1
    9 | -4
> CCc1ccccc1NC(=O)Cn1cc2c(n1)CCCCC2
    -6 | -6
> CCCNC(=O)c1nnn(-c2ccccc2OCC)c1C
    -5 | -3
> N#CC1=C(N)Oc2n[nH]c(-c3ccccn3)c2C1c1ccncc1 (stereo not drawn)
    53* | 13
> Cn1nc(-c2nc(-c3ccccc3)no2)c2c1CCN(C(=O)c1ccccc1F)C2
    20 | -3
> O=C(C(Cc1ccccc1)N1C(=O)c2ccccc2C1=O)N1CCOCC1 (stereo not drawn)
    2 | 1
> CCOC(=O)C1CCN(C)CC1
    -1 | 0
> O=C(c1coc(=O)c2ccccc12)N1CCN(c2ccccc2F)CC1
    20 | 2
> COc1cc(/C=C/C(=O)NCCSc2c[nH]c3ccccc23)cc(OC)c1OC
    21 | -6
> CCC(CC)NC(=O)C1CC(=O)N(CCc2c[nH]c3ccc(F)cc23)C1 (stereo not drawn)
    3 | -5
> Cc1cc(CN2CCC(CNC(=O)C(=O)NCc3ccccc3Cl)CC2)c(C)o1
    -1 | -6
> O=C1CN(C(=O)c2c(F)cccc2F)C(c2ccc(F)cc2)c2cc(Br)ccc2N1 (stereo not drawn)
    32 | -2
> C=CCNC(=O)c1cc2c(=O)n3ccccc3nc2n(CC=C)c1=N
    4 | -4
> Cc1c(-c2noc(-c3ccc(F)c(F)c3)n2)nnn1Cc1ccccc1
    -6 | -1
> Cc1cccc(NC(=O)CSC2=Nc3ccccc3C3=NC(c4ccccc4)C(=O)N23)c1 (stereo not drawn)
    41 | 1
> CCN1c2ccccc2C(=O)NC12CCN(C(=O)Cc1ccccc1)CC2
    6 | -2
> COc1ccc(N2C(=O)CSC2c2ccc(Cl)cc2)c(OC)c1 (stereo not drawn)
    30 | 0
> O=C(c1cc2n(n1)CCCN(Cc1ccccc1)C2=O)N1CCC2(CC1)OCCO2
    -8 | -5
> O=C(NCCc1ccncc1)C1CN(S(=O)(=O)c2ccccc2)CC12CCCCC2 (stereo not drawn)
    -5 | 1
> OC(CN1CCCCCC1)c1ccccc1 (stereo not drawn)
    5 | 0
> CC(=O)N1CCc2cc(N3CC(C(=O)Nc4ccc(N5CCOCC5)cc4)CC3=O)ccc21 (stereo not drawn)
    -3 | 0
> COc1ccc(C2=NOC(C(=O)N3CCN(c4ccccc4)CC3)C2)cc1 (stereo not drawn)
    -6 | 0
> Cc1cccc(Cl)c1NC(=O)C1CC(=O)N(c2ccc(F)cc2)C1 (stereo not drawn)
    4 | -5
> COc1cccc(CC(=O)NNC(=O)NC(=O)c2ccccc2Cl)c1
    . | 54*
> O=C(NCc1ccnc(N2CCSCC2)c1)Nc1ccc(Cl)cc1
    0 | -5
> O=C(C=CN1CCOCC1)c1csc(-c2ccc(C(F)(F)F)cc2)n1
    . | -24
> Cc1oc(C(=O)Nc2ccc(O)cc2)cc1COc1ccccc1
    19 | -7
> N#CC1=C(S)NC(O)(c2ccccc2)C([n+]2ccc3ccccc3c2)C1c1ccncc1 (stereo not drawn)
    38 | 0
> O=C(COc1ccc(Cl)cc1Cl)Nc1nccs1
    -6 | -7
> CC1(C)CC(=O)C2=C(C1)OC(N)=C(C#N)C2c1ccc(-c2ccccc2Cl)o1 (stereo not drawn)
    15 | 2
> NC(=O)c1cnc(-c2ccccc2)n(CC(=O)Nc2ccccc2Br)c1=O
    -7 | -2
> CC(C)(O)C#Cc1ccc(C(=O)N2CCN(c3ccccc3F)CC2)cc1
    9 | -11
> COc1ccc(N(CC(=O)NCc2cccnc2)S(C)(=O)=O)c(OC)c1
    5 | -3
> Cc1ccc2nc(SCC(=O)Nc3cccc(C(F)(F)F)c3)[nH]c2c1
    -6 | -3
> N#Cc1ccc(C(=O)N2CCC(Nc3ncnc4c3CCC4)CC2)cc1
    -2 | 0

# The results go on.
# Values run as follows: mHTT-CaM PPI inh | Pf apPOL inh
> Cc1csc(-c2cn(CC(=O)Nc3ccc(C)c(C)c3)cn2)n1
    -6 | -2
> O=[N+]([O-])c1ccc(CSc2nnc(-c3ccco3)n2-c2ccccc2)cc1
    25 | -3
> CCCn1cc(C2=CCN(C(=O)NCc3ccccc3)CC2)c2cccnc21
    32 | -6
> C=CCn1cnc2c1c(=O)n(C(C)C)c(=O)n2-c1ccc(F)cc1
    -6 | -6
> O=C(c1ccccc1)N1CCC2(CC1)NC(=O)N(Cc1ccc(F)cc1)C2=O
    8 | -4
> OC(Cc1ccccc1)c1ccccc1 (stereo not drawn)
    -16 | -9
> CCN(CC)C(=O)CN(c1ccccc1OC)S(=O)(=O)c1ccc(C)cc1
    2 | 1
> CC(C)(C)n1nc2c(c1NC(=O)c1ccc(S(=O)(=O)N3CCOCC3)cc1)CS(=O)C2 (stereo not drawn)
    1 | -29
> CCCC(=O)N1CCN(c2ccc([N+](=O)[O-])cc2Cl)CC1
    11 | -28
> Cn1c(=O)c2[nH]c(-c3ccc(Br)cc3)c(O)c2n(C)c1=O
    14 | -1
> Cc1ccccc1OCCNC(=O)c1ccc2ccccc2n1
    -20 | -6
> CCOc1ccccc1/C=C1N=C(/C=C/c2ccc(Cl)cc2)OC/1=O
    4 | -5
> Cc1ccc(C(=O)Nc2nc(-c3ccc(F)cc3F)cs2)o1
    -1 | -2
> O=C(C1CCc2nc(N3CCCC3)ncc2C1)N1CCN(Cc2ccc3c(c2)OCO3)CC1 (stereo not drawn)
    28 | 1
> CCCNS(=O)(=O)c1ccc(F)c(C(=O)Nc2ccc(Cl)cc2)c1
    -2 | 38
> O=C(O)CC1N=C(Nc2nc3ccccc3s2)NC1=O (stereo not drawn)
    0&-2 | -3&-7
> COc1cc(C2SCCS2)cc(Br)c1Oc1ncccc1[N+](=O)[O-]
    . | -2
> CCC(C)N=Cc1c(C)[nH]n(-c2ccccc2)c1=O (stereo not drawn)
    3 | 1
> Cc1cc(C)n(-c2ccc(N3CCC(C(=O)N4CCc5ccccc54)CC3)nn2)n1
    6 | -12
> O=c1/c(=C/c2ccccn2)sc2n1CN(c1cccc(F)c1)CN=2
    -2 | -7

# 14 neighbouring compounds out of the list so far, for reference:
# Values run as follows: mHTT-CaM PPI inh | Pf apPOL inh
> CCN(CC)C(=O)CN(c1ccccc1OC)S(=O)(=O)c1ccc(C)cc1
    2 | 1
> CC(C)(C)n1nc2c(c1NC(=O)c1ccc(S(=O)(=O)N3CCOCC3)cc1)CS(=O)C2 (stereo not drawn)
    1 | -29
> CCCC(=O)N1CCN(c2ccc([N+](=O)[O-])cc2Cl)CC1
    11 | -28
> Cn1c(=O)c2[nH]c(-c3ccc(Br)cc3)c(O)c2n(C)c1=O
    14 | -1
> Cc1ccccc1OCCNC(=O)c1ccc2ccccc2n1
    -20 | -6
> CCOc1ccccc1/C=C1N=C(/C=C/c2ccc(Cl)cc2)OC/1=O
    4 | -5
> Cc1ccc(C(=O)Nc2nc(-c3ccc(F)cc3F)cs2)o1
    -1 | -2
> O=C(C1CCc2nc(N3CCCC3)ncc2C1)N1CCN(Cc2ccc3c(c2)OCO3)CC1 (stereo not drawn)
    28 | 1
> CCCNS(=O)(=O)c1ccc(F)c(C(=O)Nc2ccc(Cl)cc2)c1
    -2 | 38
> O=C(O)CC1N=C(Nc2nc3ccccc3s2)NC1=O (stereo not drawn)
    0&-2 | -3&-7
> COc1cc(C2SCCS2)cc(Br)c1Oc1ncccc1[N+](=O)[O-]
    . | -2
> CCC(C)N=Cc1c(C)[nH]n(-c2ccccc2)c1=O (stereo not drawn)
    3 | 1
> Cc1cc(C)n(-c2ccc(N3CCC(C(=O)N4CCc5ccccc54)CC3)nn2)n1
    6 | -12
> O=c1/c(=C/c2ccccn2)sc2n1CN(c1cccc(F)c1)CN=2
    -2 | -7

# The listing continues:
# Values run as follows: mHTT-CaM PPI inh | Pf apPOL inh
> Cc1ccc(CNC(=O)N2CCCC2c2ccc(F)cc2)cc1 (stereo not drawn)
    -2 | 1
> COc1ccc2cc3cc(C(=O)N(C)c4cccc(Cl)c4)oc3nc2c1
    4 | -5
> CCN(CC)c1ncnc2c1sc1nc(C)cc(C)c12
    . | 2
> CN1CC(=Cc2ccco2)C(=O)C(=Cc2ccco2)C1
    . | 71*
> Cc1cc2[nH]c(C(=O)Nc3cc(Cl)ccc3F)c(CN3CCOCC3)c2s1
    27 | 30
> CCCC(C)NS(=O)(=O)Cc1ccccc1 (stereo not drawn)
    -10 | -3
> Cc1[nH]nc2c1C(c1ccc(OCc3ccccc3Cl)cc1)CC(=O)N2 (stereo not drawn)
    -1 | -4
> O=C(c1ccc(OCC2CCCN2C(=O)c2ccc(F)c(F)c2)cc1)N1CCOCC1 (stereo not drawn)
    -2 | 28
> Cc1nn(-c2ccc(C(=O)N3CCN(C(=O)c4ccco4)CC3)cc2)c2c1C(=O)CCC2
    4 | -2
> Cc1c(Cl)cccc1NC(=O)CCCCCN1C(=O)c2cccc([N+](=O)[O-])c2C1=O
    -3 | 7
> CCCNC(=O)c1cc(-c2ccc(OC)cc2F)n(C)n1
    -13 | -12
> N#Cc1ccc(NC(=O)O[C@H]2CCC23CCC(c2ccccc2)CC3)cc1 (stereo partly drawn)
    -51 | 0
> O=C(NCc1ccc(F)cc1F)c1nnn(-c2ccc(F)cc2)c1-c1ccncc1
    -5 | 0
> Oc1oc(-c2ccccc2Br)nc1C=Nc1ccc(Cl)cc1Cl
    1 | 0
> Nc1ccc(/C=C/c2nc3ccc(N)cc3[nH]2)cc1
    30 | -1
> COc1ccc(O)c(C2N(Cc3ccccc3O)CCN2Cc2ccccc2O)c1
    34 | -13
> CN1C(=O)Cc2ccccc2C1C(=O)NCc1cc(F)ccc1F (stereo not drawn)
    1 | 2
> Clc1ccccc1CNc1ncnc2sc3c(c12)CCCC3
    0 | -3
> O=C(CSC1=NCCCCC1)c1cccc([N+](=O)[O-])c1
    . | 3&8
> CCc1onc(C)c1C1CCCN1C(=O)c1cc(-c2cccc(Cl)c2)on1 (stereo not drawn)
    9 | 1
> Cc1cccc(C(=O)N2CCC(=O)N([C@H](COCc3cccc(Cl)c3)Cc3ccccc3)CC2)c1
    99* | 1&-5
> COc1cc(NC(=O)Cn2nc([N+](=O)[O-])c(Cl)c2C)cc([N+](=O)[O-])c1
    4 | 4
> O=C1C=C(/C=C/c2ccccc2)CC(c2ccccc2)C1n1nnc([N+](=O)[O-])n1 (stereo not drawn)
    34 | 0
> O=C(Nc1cc(F)ccc1F)N1CC(c2noc(-c3ccccc3)n2)C1
    -6 | 5
> Cc1cccc2c1N(C)/C(=C/c1cccc[n+]1C)C=C2
    3&16 | -4
> CCOc1cc(C(=O)Nc2cc(C)c(Cl)cc2OC)cc(OCC)c1OCC
    4 | -2
> CN(C)S(=O)(=O)N1CCC(Cc2ccccc2)CC1
    -19 | -16
> O=C(Nc1nnc(SCC(=O)OCc2ccccc2)s1)NC1CC1
    0 | -8
> O=C(NCCN1CCN(C(=O)c2ccc(F)cc2)CC1)c1ccc(F)cc1
    -4 | -4
> Cc1ccc(Nc2nc(N3CCCC3)nc(N3CCCC3)n2)cc1
    -11 | -6
> CCN(C(=O)c1nc(C)n(C2CCN(C(C)=O)CC2)c1C)c1ccccc1
    8 | -4
> O=C(Nc1cnc(N2CCCCC2)nc1)c1cccc(Cl)c1
    7 | -3
> COc1cccc(N2C(=O)CC(N3CCN(c4ccc([N+](=O)[O-])cc4)CC3)C2=O)c1 (stereo not drawn)
    5 | -3
> CC(Sc1ncnc2sc3c(c12)CCCC3)C(=O)O (stereo not drawn)
    6&-2 | -3&-7
> CSc1ccccc1C(=O)Nc1nc(-c2ccc([N+](=O)[O-])cc2)cs1
    -9 | -2
> Cc1cc(C)nc(NS(=O)(=O)c2ccc(N=Cc3ccccc3O)cc2)n1
    . | -6
> c1ccc(-c2noc(-c3ccc(N4CCCCCC4)nc3)n2)cc1
    -10 | -2
> O=C(COc1ccccn1)c1ccc(Br)cc1
    -1 | -4
> COc1ccc(-c2csc3c(=O)n(Cc4cccc(F)c4)cnc23)cc1
    0 | -6
> CCN(CC)CCN1C(=O)C(O)=C(C(C)=O)C1c1ccc(Cl)cc1 (stereo not drawn)
    -2 | 6
> C=CCNCC(=O)NC12CC3CC(CC(C3)C1)C2
    3 | -2
> O=S(=O)(NCc1ccc2c(c1)OCO2)c1c(Cl)cccc1Cl
    -18 | -5
> C=C(C)COc1ccc2c(=O)c(-c3ccccc3OC)c(C(F)(F)F)oc2c1
    -24 | -3

# From PubChem
